STAT3 act = IL-6 driven STAT3 reporter potentiators, primary screen, U3A cells, luciferase, luminescence, MLSCN library; IL-6 STAT3-luciferase reporter; 100% = signal with IL-6 EC80 alone; activation (% of control), % at 5.6 µM; hit rate 0.91% among 190,000; AID 871, 2007;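 active means activation above the screen-wide mean of compound activation plus 3 SD, cut at about 130% in these data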;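 further: 0% = background luminescence of wells with medium and substrate only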
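Assay system – human STAT1-deficient U3A cells with stable STAT3-luciferase reporter · Also added – IL-6 (33 ng/mL) · Schedule – compound 1 h, then IL-6 6 h at 37 °C · Technique – reporter luminescence signal · Evaluation – % activation versus median of IL-6-stimulated wells · Benchmarks – IL-6-only wells as 100% reference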
FLuc inh counter = firefly luciferase enzyme inhibitors, primary screen, artefact control for luciferase-based inhibitor screens, biochemical, luminescence, ATPLite; 10 min; inhibition, % at 10 µM; AID 1006, 2008; hit rate 1.5% among 200,000; Luciferin 4-monooxygenase (Photinus pyralis), P08659;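 active means inhibition above about 50% when tested at 10 µM, limit read from the data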
Target sequence (P08659 whole entry, looked up): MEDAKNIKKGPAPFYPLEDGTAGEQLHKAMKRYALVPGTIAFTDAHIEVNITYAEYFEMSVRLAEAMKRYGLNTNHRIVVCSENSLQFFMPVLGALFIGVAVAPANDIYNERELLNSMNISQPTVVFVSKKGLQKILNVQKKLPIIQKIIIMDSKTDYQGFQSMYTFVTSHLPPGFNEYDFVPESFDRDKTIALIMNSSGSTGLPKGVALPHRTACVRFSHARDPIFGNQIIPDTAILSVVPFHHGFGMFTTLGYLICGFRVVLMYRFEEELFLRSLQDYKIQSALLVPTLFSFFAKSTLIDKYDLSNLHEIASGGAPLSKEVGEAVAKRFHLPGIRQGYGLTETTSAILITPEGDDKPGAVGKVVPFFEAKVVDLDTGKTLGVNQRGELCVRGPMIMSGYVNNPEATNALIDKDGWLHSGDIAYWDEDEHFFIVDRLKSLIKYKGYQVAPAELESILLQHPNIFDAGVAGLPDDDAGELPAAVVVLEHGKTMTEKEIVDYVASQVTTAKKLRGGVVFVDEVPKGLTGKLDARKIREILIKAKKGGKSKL
ROMK mod = ROMK potassium channel modulators, primary screen, cell-based, thallium flux, MLSMR library; ATP-sensitive inward rectifier potassium channel 1 (Homo sapiens), P48048; hit rate 2% among 130,000; B-score at 10 µM; Tet-inducible ROMK, thallium flux fluorescence; actives lie on both sides; AID 1918, 2009;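 active means signal ratio slope over the read window, or its plate-corrected B-score, at least 3 SD from the plate mean, either direction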;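 further: B-score of the F/F0 ratio slope over 7 to 12 s after thallium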
Target sequence (P48048 whole entry, looked up): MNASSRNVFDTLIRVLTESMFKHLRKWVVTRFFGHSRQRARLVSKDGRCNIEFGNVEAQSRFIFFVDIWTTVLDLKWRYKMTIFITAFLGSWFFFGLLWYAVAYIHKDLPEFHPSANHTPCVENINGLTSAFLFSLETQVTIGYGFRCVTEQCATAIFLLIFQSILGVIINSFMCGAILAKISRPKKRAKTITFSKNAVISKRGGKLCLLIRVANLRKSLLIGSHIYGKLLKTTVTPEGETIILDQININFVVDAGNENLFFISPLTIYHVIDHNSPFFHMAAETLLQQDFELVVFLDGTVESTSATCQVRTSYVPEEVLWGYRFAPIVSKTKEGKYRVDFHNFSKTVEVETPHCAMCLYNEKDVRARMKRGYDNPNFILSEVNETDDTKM
STAT3 inh = IL-6 driven STAT3 reporter inhibitors, primary screen, U3A cells, luciferase, luminescence, MLSCN library | IL-6 STAT3-luciferase reporter; host cell line lacks STAT1 | inhibition, % at 5.5 µM | hit rate 0.89% among 190,000 | AID 862, 2007;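 active means inhibition above the mean inhibition across all screened compounds plus 3 SD, cut at about 44% in these data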;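 further: 0% = DMSO only wells and 100% = 100 µM nifuroxazide control wells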
NF-kB neuron act = activators of NF-kB expression in neurons, primary screen, cell-based, HTS. human neuronal cells, NF-kB reporter expression; hits give high values. hit rate 1.6% among 190,000. fold change at 12.5 µM. AID 1239, 2008; in the data active means fold change above about 3.3
APP 5'UTR act = activators of APP 5'UTR luciferase reporter, primary screen, SH-SY5Y cells; hit rate 1% among 190,000; SH-SY5Y APP 5'UTR luciferase reporter, luminescence; zero percent = DMSO vehicle wells; activation, % at 2 µM; AID 1276, 2008;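 active means activation above a set limit, based on mean plus 3 SD of controls, cut at about 140% in these data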; further: values of inactives mirror those of a sister screen read the other way
STAT1 inh = STAT1 signaling inhibitors, primary screen, cell-based, HTS, luciferase reporter | NIH 3T3 STAT1-luciferase reporter, IFN-gamma, luminescence | hit rate 0.35% among 200,000 | AID 920, 2007 | inhibition, % at 5.5 µM;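 active means inhibition above a set limit, the mean inhibition across all tested compounds plus 3 SD, cut at about 34% in these data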;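 further: 0% = IFN-gamma with DMSO and 100% = IFN-gamma with 300 µM nifuroxazide; values of inactives mirror those of a sister screen read the other way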
APP 5UTR inh = inhibitors of APP translation via 5'UTR reporter, primary screen, APP 5'UTR luciferase, SH-SY5Y cells. SH-SY5Y APP 5'UTR-luciferase reporter, luminescence. inhibition, % at 2 µM. hit rate 0.82% among 190,000. AID 1285, 2008;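 active means inhibition above a set limit, derived from the sample mean plus 3 SD, cut at about 45% in these data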; further: values of inactives mirror those of a sister screen read the other way
STAT1 activator = STAT1 signaling activators, primary screen, cell-based, HTS, luciferase reporter; activation (% of control), % at 5.5 µM; hit rate 2.6% among 200,000; NIH 3T3 STAT1-luciferase reporter, IFN-gamma, luminescence; 100% = IFN-gamma alone, no compound; AID 932, 2007;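 active means activation above the screen-wide mean activation plus 3 SD, cut at about 130% in these data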;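 further: raw ratio to IFN-gamma control signal so 100% means no change and 0% no light; values of inactives mirror those of a sister screen read the other way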
FLuc stim CS = FLuc activators, initial screening, artefact control for FLuc-dependent activation tests, biochemical, ATPlite luminescence; Luciferin 4-monooxygenase (Photinus pyralis), P08659; ATPlite luciferase biochemical, 10 min; 0 = ATP-free wells, 1 = DMSO control; activation factor at 10 µM; 200,000 tested, under 10 active;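 active means luciferase activation factor, scaled between plate controls, of at least 2 with compound at 10 µM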
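Material: Luciferase/luciferin reagent mix; Doses: test compounds dosed from 2 mM stocks in 100% DMSO; Schedule: 10 min incubation after luciferase reagent addition, room temperature; Measured by: luminescence from luciferase reaction; Read-out: luminescence gain marking luciferase activators.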
* hit, by the source's call; nt = not tested or not shown.

Values run as follows: STAT1 inh	STAT3 inh	STAT3 act	ROMK mod	APP 5'UTR act	NF-kB neuron act	APP 5UTR inh	FLuc inh counter	STAT1 activator	FLuc stim CS
- Nc1cccc(C(=O)Nc2ccccc2Cl)c1
→ -10	25	86	nt	22	1.2	-22	2	109	1
- O=c1[nH]c2ccccc2n1CCC1CCCCC1
→ -17	13	89	0.87	4	1.4	-4	1	116	1
- CCOC(=O)c1cc[n+](CC(=O)c2ccc(F)cc2)cc1
→ 10	6	96	nt	7	1.4	-7	-2	91	1
- O=C(NNC(=O)c1ccccc1-n1cccc1)c1cccc(Cl)c1
→ 6	3	98	nt	-9	1.1	9	-11	95	1.1
- CCOc1ccc(OCCN2C(=O)NC3(CCCc4ccccc43)C2=O)cc1 (configuration not stated)
→ 7	1	101	nt	1	0.87	-2	-4	93	1
- COc1ccc(C(=O)CCN2CCc3cc(OC)c(OC)cc3C2)cc1
→ -1	7	96	-0.3	1	1.1	-1	-5	100	1.1
- Cc1cc(N2CCC(C(N)=O)CC2)nc(-c2ccccc2)n1
→ -1	-8	106	0.15	-5	1.1	5	-6	101	1.1
- O=C(CSc1nnnn1-c1ccc(Cl)cc1)NNC(=O)c1ccc([N+](=O)[O-])cc1
→ -1	-8	104	-1.3	-6	0.85	6	-7	103	1.1
- O=C(Nc1ccn(Cc2ccccc2F)n1)c1ccc(COc2ccccc2Cl)cc1
→ -3	46*	64	0.48	-13	0.65	13	-5	102	1.1
- CCCCN(C)C(=O)c1nc2ccccn2c1CN1CCSCC1
→ 1	-2	104	-0.021	18	1.1	-18	-6	97	1.1
- CN(C)/N=C/c1ccc(OC(=O)c2cccc([N+](=O)[O-])c2)cc1
→ -6	6	97	-1.2	-10	1.5	10	-5	104	1.1
- CSC1=C(C#N)C(c2sccc2C)CC(=O)N1 (configuration not stated)
→ 3	1	105	0.21	-2	0.91	2	-1	97	1
- O=C(O)c1cccc(Oc2ccccc2[N+](=O)[O-])c1
→ 1	0	100	nt	9	1.2	-9	-8	99	1.1
- CC(=O)CSc1nc(-c2cccs2)c(C#N)c(=O)[nH]1
→ -3	2	101	nt	9	1.1	-8	-2	100	1
- Cc1nc2ncnn2c(C)c1CCC(=O)NCc1ccccc1
→ 12	10	94	nt	0	1.2	0	-5	89	1.1
- CSCCC1C(=O)OC2(C)CC(C)(C)NC(=S)N12 (configuration not stated)
→ -4	1	102	-0.092	-17	1.1	17	-7	103	1.1
- CC(=O)c1ccc(NC(=O)COC(=O)c2ccccc2N=Nc2ccc(N(C)C)cc2)cc1
→ -10	-6	101	nt	18	1	-18	34	109	0.7
- O=C(Cc1ccccc1)N1CCN=C1SCc1ccc([N+](=O)[O-])cc1
→ 2	-2	98	nt	-2	0.93	2	-2	98	1
- N#Cc1c[nH]n2c(=O)c3c(nc12)CCC3
→ 2	3	102	0.47	23	1.2	-23	-7	97	1.1
- CCNc1nc(SCC(=O)OC)nc(N(C)C)n1
→ 0	8	101	1.1	-9	1.3	9	2	100	1
- CNC(=O)C1CC(=O)N(c2ccc(C)cc2)C1 (configuration not stated)
→ 1	0	103	nt	7	1.2	-7	-9	99	1.1
- CCOC(=O)c1sc(NC(=O)C2CC2)cc1C
→ 5	24	86	nt	15	1	-15	11	96	0.9
- CC(C)(C)NC(=O)c1cc(Cl)ccc1[N+](=O)[O-]
→ -8	-1	100	nt	-2	1.1	2	-6	107	1.1
- CCCC(=O)NC(=S)Nc1cccc(C(C)=O)c1
→ -3	18	91	-0.023	13	1.5	-13	1	103	1
- Cc1ccc(C(=O)Cn2c(-c3ccccc3)noc2=O)cc1
→ -16	3	99	-0.096	-18	1.4	18	-10	113	1.1
- Cc1ccc(S(=O)(=O)N(C)CCCC(=O)NCc2ccc3c(c2)OCO3)cc1
→ 3	7	96	-0.86	5	1.3	-5	2	98	1
- O=C(Cc1ccc(-n2c(=O)c3ccccc3n(Cc3ccccc3Cl)c2=O)cc1)NCC1CCCO1 (configuration not stated)
→ 1	1	102	-0.0049	-4	0.99	4	1	98	1
- CCOC(=O)C1=C(CC)Nc2ccccc2N=C1N
→ 4	8	97	0.18	5	0.94	-5	-7	96	1.1
- C=CCn1c(SCC(=O)/C(C#N)=C(\C)N)nc2sc(C)c(C)c2c1=O
→ 4	7	97	nt	-7	1	7	-4	96	1
- CCOC(=O)C(=Cc1ccc(-n2cncn2)cc1)C(=O)OCC
→ 8	6	98	-5.1*	2	1.6	-2	-8	92	1.1
- CCOC(=O)c1c(Nc2ccccc2N)cc(C)nc1C
→ -3	6	97	0.04	0	1.1	0	-8	103	1.1
- Cc1nc2ccc(NC(=O)c3ccc(Cl)s3)cc2s1
→ -51	7	102	nt	111	2.2	-111	0	146*	1
- CCOC(=O)c1c(N)sc(C(=O)OCCOC)c1C
→ -21	14	93	0.56	21	1.3	-22	4	118	1
- CCOc1ccc(Br)cc1S(=O)(=O)N1CCCC1
→ 6	-11	112	1	8	0.96	-8	-11	93	1.1
- Cc1ccc2[nH]c3c(=O)n(CCCN4CCN(C)CC4)cnc3c2c1
→ 2	0	103	-1.3	12	1.2	-12	-3	97	1
- CCCNC(=O)NC(C)C12CC3CC(CC(C3)C1)C2 (configuration not stated)
→ 6	5	99	nt	0	1.2	0	2	94	1
- Cc1c(C(=O)OCCOC(C)C)[nH]c2c1C(=O)CC(c1ccco1)C2 (configuration not stated)
→ -9	-32	126	nt	-96	3.5*	96*	-4	110	1
- Cc1ccc(C)c(OCC(=O)N/N=C/c2c(C)nn(-c3ccccc3)c2Cl)c1
→ 4	19	84	2	8	0.96	-8	-3	96	1
- O=C(COC(=O)c1c[nH]c(=O)[nH]c1=O)Nc1ccccc1F
→ 0	16	91	-0.022	-3	1.1	3	-1	99	1
- S=C(NCCc1ccccc1)N1CCn2cccc2C1c1cccnc1 (configuration not stated)
→ 3	-1	106	-2	10	1.2	-10	-3	97	1
- Cc1ccc(NC(=O)CC2Nc3ccccc3NC2=O)cc1Cl (configuration not stated)
→ -7	-46	138*	nt	38	nt	-38	11	106	0.9
- COc1ccc(/C=C2\CCc3ccccc3C2=O)cc1Cn1cccn1
→ 4	1	97	-1.4	2	2.7	-2	20	96	0.8
- COc1ccc(S(=O)(=O)NC(C)C(=O)Nc2cccc([N+](=O)[O-])c2)cc1 (configuration not stated)
→ -5	-2	101	nt	-10	1.2	10	3	104	1
- CC(=O)CCS(=O)(=O)c1ccc(C)c(C)c1
→ 1	-10	115	nt	-7	1	7	4	99	1
- Cc1nc2ccc(NS(=O)(=O)c3ccc(C)c(C)c3)cc2s1
→ 17	23	79	-0.92	-9	1	9	-6	84	1.1
- COc1ccc(C(=O)COC(=O)c2ccc(NC(C)=O)cc2)cc1[N+](=O)[O-]
→ 8	5	100	nt	-5	1.1	5	-4	93	1
- O=C(O)C1CCCN(S(=O)(=O)c2ccc(Br)s2)C1 (configuration not stated)
→ 0	9	97	0.59	93	0.93	-93	-7	101	1.1
- O=C1C2CC=CCC2C(=O)N1CC1CCCO1 (configuration not stated)
→ 4	-2	104	nt	-7	2	7	-1	96	1
- CCOC(=O)c1sc(-c2ccccc2)cc1NC(=O)Nc1ccccc1
→ 1	13	91	nt	3	0.84	-3	3	99	1
- Cn1cc(C=O)c2ccccc21
→ 15	-23	127	0.64	6	1.1	-6	-3	85	1
- O=C(CCN1C(=O)c2ccccc2C1=O)C1=NN[C@@H]2C(=O)N(c3ccc(F)cc3)C(=O)[C@H]12
→ -2	1	99	nt	-16	1.1	16	-1	102	1
- Cc1ccc(-c2nnc(C)c(N3CCCC3)n2)cc1
→ 4	17	87	-0.14	7	1.3	-7	-5	97	1.1
- O=C1CCC(C(=O)NCCN2C(=O)S/C(=C\c3cccnc3)C2=O)=NN1
→ 7	21	88	-0.82	-5	1	5	-6	93	1.1
- CCOC(=O)C1C(=O)C=C(/C=C/c2ccc(N(C)C)cc2)CC1c1ccccc1 (configuration not stated)
→ -8	-11	113	nt	-12	1	12	-1	107	1
- O=C(COC(=O)c1ccc[nH]c1=O)NC1CCCCCC1
→ 2	2	104	-0.01	2	1.2	-2	0	97	1
- Fc1ccc(F)c(NC(=S)NCCc2ccccc2)c1
→ 26	13	92	-2.5	21	1.4	-21	-2	76	1
- CC1CCc2ccccc2N1C(N)=Nc1ccccc1 (configuration not stated)
→ 8	0	100	0.43	-6	1.1	6	-4	93	1
- CNC(=S)N(CCc1c(C)[nH]c2ccc(OC)cc12)Cc1cccnc1
→ -9	-9	109	0.17	11	1.1	-11	1	107	1
- C/C(=N\NC(=S)NC1CCCCC1)c1cccs1
→ -21	-9	112	nt	20	1.1	-20	6	118	0.9
- Cn1c(=O)c2c(SC3CCCC3)nc(C3CC3)nc2n(C)c1=O
→ 6	15	95	nt	nt	1.1	nt	-4	95	1

More records follow.
Values run as follows: STAT1 inh	STAT3 inh	STAT3 act	ROMK mod	APP 5'UTR act	NF-kB neuron act	APP 5UTR inh	FLuc inh counter	STAT1 activator	FLuc stim CS
- CCc1ccc(NC2CC(=O)N(CCc3ccc(OC)c(OC)c3)C2=O)cc1 (configuration not stated)
→ 7	7	97	0.98	1	1.1	-2	-5	92	1.1
- Cc1ccc(S(=O)(=O)Oc2ccc(/C=N/NC(=O)c3nn(C)cc3[N+](=O)[O-])cc2)cc1
→ 2	-1	97	nt	5	1.4	-5	-4	98	1
- COc1ccc(CCNC(=O)CSc2nnc3ccc(-c4ccncc4)nn23)cc1
→ 0	1	103	0.95	-12	1.1	12	-2	100	1
- COc1ccc(Br)cc1C(=O)Nc1cccc(-c2nnc(-c3ccco3)o2)c1
→ -5	22	84	nt	-11	nt	11	nt	105	nt
- O=Cc1cc2ccccc2nc1SCCCF
→ -2	-17	116	0.91	-45	1	45	-6	101	1.1
- O=c1oc2ccccc2cc1NCc1ccccc1O
→ -3	-2	106	nt	80	3.6*	-80	4	102	1
- COc1ccc(C)cc1-n1c(-c2ccncc2)n[nH]c1=S
→ 4	-1	104	nt	6	1.2	-6	2	96	1
- CC(=O)Nc1cc(C(=O)c2ccccc2)ccc1N1CCOCC1
→ -3	-6	106	nt	4	1.2	-4	-1	103	1
- Brc1ccc(/C=N/Nc2ccccc2)cc1
→ 0	13	90	0.51	55	1.2	-55	-1	100	1
- CCNC(=O)/C=C/c1ccccc1[N+](=O)[O-]
→ -6	1	102	-0.49	-1	1.2	1	1	104	1
- CCSC1=C(C#N)C(c2cccc(O)c2)CC(=O)N1 (configuration not stated)
→ -2	4	104	nt	4	1.1	-4	8	102	0.9

Hits appear at their usual frequency, and some 7.1% of all compounds hit somewhere here.
